Ba/F3 V617F tox: lowers viability of Ba/F3 cells expressing EpoR and JAK2V617F; actives 1.1% (n = 220,000); inhibition, % at 5.6 µM; ATP luminescence;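 active means inhibition above the campaign mean plus 3 SD over all tested compounds, cut at about 24% in these data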;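 further: cytokine-independent growth of Ba/F3 cells driven by EpoR plus mutant JAK2; 0% = DMSO-treated cells and 100% = JAK inhibitor I control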
Furin inhibitor: inhibitors of human furin | AID 463115 | inhibition, % at 30 µM | actives 0.061% (n = 220,000) | purified furin, fluorogenic substrate cleavage | P09958; in the data active means inhibition above about 25%; further: inactives centre near -15
EP2 antag: EP2 receptor (human) inhibition | P43116 | C6 glioma cells expressing human EP2, cAMP TR-FRET; cells stimulated with saturating PGE2 | inhibition, % at 25 µM | actives 0.52% (n = 260,000) | AID 1422;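 active means percent inhibition above 40 after rounding to a whole number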;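 further: rat C6 glioma host cells with rolipram phosphodiesterase inhibitor present; the protocol text gives 20 µM as final concentration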
Target sequence (P43116 whole entry, looked up): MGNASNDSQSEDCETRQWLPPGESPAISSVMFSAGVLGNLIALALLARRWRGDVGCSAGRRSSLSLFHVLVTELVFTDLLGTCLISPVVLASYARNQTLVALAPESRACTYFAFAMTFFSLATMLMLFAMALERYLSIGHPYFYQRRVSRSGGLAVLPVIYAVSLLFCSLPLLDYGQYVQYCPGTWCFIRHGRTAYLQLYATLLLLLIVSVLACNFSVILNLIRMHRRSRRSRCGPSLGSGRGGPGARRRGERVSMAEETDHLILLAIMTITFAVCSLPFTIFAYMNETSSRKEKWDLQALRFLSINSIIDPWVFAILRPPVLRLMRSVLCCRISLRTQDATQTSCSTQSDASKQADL
PPC-1+TRAIL kill: kills PPC-1 cancer cells in the presence of TRAIL; PPC-1 cells + TRAIL, ATPLite viability luminescence; cell killing (% activity), % at 4 µM; actives 0.41% (n = 220,000);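 active means cell killing above 50% in the first pass at 4 µM, then a duplicate retest at 5 µM averaging 50% or more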;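 further: plate controls were cells with TRAIL plus DMSO for no effect and medium-only wells lacking cells for full effect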
Tb hexokinase: T. brucei hexokinase 1 inhibition | recombinant TbHK1, G6PDH-coupled NADH A340 | inhibition, % at 10 µM | actives 0.11% (n = 220,000);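 active means inhibition of 50% or more in the single-dose primary screen; inactive means inhibition below 50%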
p97 inhibitor: blocks human p97 ATPase activity. inhibition, % at 8 µM. actives 0.42% (n = 220,000). P55072. recombinant p97 ATPase, Kinase-Glo ATP luminescence, 3 h; in the data active means inhibition above about 15%;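 further: 0% = DMSO vehicle and 100% = wells lacking enzyme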
NCF1 inh: blocks human p47phox regulatory protein of NADPH oxidases | P14598 | p47phox/p22phox peptide binding, fluorescence polarization, 2 h | inhibition, % at 24.7 µM | actives 0.53% (n = 220,000) | AID 1274;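 active means inhibition above about 30%, limit read from the data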;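 further: 0% = p47phox with labelled peptide and 100% = labelled peptide alone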
Target sequence (P14598 whole entry, looked up): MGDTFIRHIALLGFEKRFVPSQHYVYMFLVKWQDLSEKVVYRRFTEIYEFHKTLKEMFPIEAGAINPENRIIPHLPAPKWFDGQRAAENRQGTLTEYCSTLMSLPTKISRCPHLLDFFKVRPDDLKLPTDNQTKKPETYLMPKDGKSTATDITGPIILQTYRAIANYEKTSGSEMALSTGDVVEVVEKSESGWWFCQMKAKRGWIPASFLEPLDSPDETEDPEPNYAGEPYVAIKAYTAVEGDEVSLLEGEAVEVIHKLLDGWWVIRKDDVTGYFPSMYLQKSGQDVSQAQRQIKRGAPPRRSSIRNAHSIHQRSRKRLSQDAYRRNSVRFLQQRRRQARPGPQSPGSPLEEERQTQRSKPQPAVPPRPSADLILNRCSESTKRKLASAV
RBBP9 inh: human RBBP9 hydrolase inhibition; O75884; AID 1515; inhibition, % at 7.94 µM; actives 0.2% (n = 220,000); recombinant RBBP9, FP-Rh probe fluorescence polarization;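 active means inhibition above the campaign mean of all tested compounds plus 3 SD, cut at about 14% in these data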;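 further: plate controls were DMSO wells with RBBP9 for no effect and wells lacking RBBP9 protein for full effect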
Target sequence (O75884 whole entry, looked up): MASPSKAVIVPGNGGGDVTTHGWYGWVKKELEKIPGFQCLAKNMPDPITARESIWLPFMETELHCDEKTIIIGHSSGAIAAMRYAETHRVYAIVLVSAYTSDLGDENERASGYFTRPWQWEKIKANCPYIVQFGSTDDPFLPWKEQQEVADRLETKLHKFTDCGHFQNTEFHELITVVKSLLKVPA
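Test system: recombinant human RBBP9. Quantity: 2.5 µM RBBP9 dispensing solution, before mixing. Detection: FP readout at 525/598 nm. Reagent: Serine-hydrolase probe FP-Rh, 375 nM pre-mixing. Measure: % inhibition. Control set: DMSO-treated enzyme wells and wells lacking RBBP9. Buffer or medium: Tris-NaCl-Pluronic buffer, pH 8.0. Times: preincubation 30 min plus labeling 45 min at 25 °C.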
BaF3 tox: parental Ba/F3 viability inhibition as JAK2V617F counter-screen. CellTiter-Glo ATP luminescence. inhibition, % at 5.6 µM. actives 1.1% (n = 220,000). AID 1486;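 active means inhibition above a per-campaign cutoff, the mean inhibition of all tested compounds plus 3 SD, cut at about 27% in these data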;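 further: 0% = DMSO wells and 100% = JAK Inhibitor I control wells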
Starred values were filed as active, the others as inactive; · = not tested or not shown; & = joins results of further samples; [ ] = remark or other dose. This is a subset. The share of hits here may be higher or lower than overall.

#1 O=C(NCc1ccccc1)c1ccc2c(=O)[nH]c3c(C(=O)NCC4CCCO4)sc(=S)n3c2c1 (stereo unspecified)
#2 O=C(O)c1cccc(NC(=S)NCc2ccccc2)c1
#3 Cc1ccc(-n2sc3ccccc3c2=O)cc1
#4 Cc1ccc(Cl)cc1N1CCN(Cc2nnnn2Cc2ccco2)CC1
#5 CC(OC(=O)c1ccncc1)C(=O)Nc1cccc([N+](=O)[O-])c1 (stereo unspecified)
#6 O=C(CNc1ccccc1)N/N=C/c1ccc([N+](=O)[O-])cc1
#7 COc1ccc(-n2nnnc2/C=C\Nc2ccc(C)cc2)cc1
#8 CCOC(=O)c1nn(-c2ccccc2F)c(C)c1C(C)=O

screen / no.	1	2	3	4	5	6	7	8
Ba/F3 V617F tox	-1	5	-2	1	-5	2	-1	-1
Furin inhibitor	-9	3	-14	-20	-19	-20	-21	-23[20 µM]
EP2 antag	4	9	21	·	2	3	7	4
PPC-1+TRAIL kill	32	5	24	14	8	13	-7	-1
Tb hexokinase	-8	5	66*	-4	-1	-23	-11	0
p97 inhibitor	7	-1	0	-3	6	-3	3	-1
NCF1 inh	-39	1	101*	-8	1	-16	11	-1
RBBP9 inh	4	0	37*	-4	-7	-3	4	-7
BaF3 tox	-1	8	-2	2	-6	8	4	4

#9 O=C(O)c1ccc(CNCc2ccc(F)cc2)cc1
#10 O=C(NC(=S)NCc1ccccc1)c1ccccc1[N+](=O)[O-]
#11 CCOC(=O)N1CCN(C(=O)c2ccc3nc(C)sc3c2)CC1
#12 COc1cc(/C=C2\N=C3CCCCCN3C2=O)ccc1O
#13 Cc1ccc(C(C)C)c(OCCCNCc2cccnc2)c1
#14 CC(C)SCCCCOc1ccc2ccccc2c1
#15 CN(CC(=O)NC(=O)NCc1ccccc1)Cc1ccc(Cl)cc1
#16 CCC(C)(C)C1CCc2c(sc(NC(=O)c3ccoc3C)c2C(N)=O)C1 (stereo unspecified)

screen / no.	9	10	11	12	13	14	15	16
Ba/F3 V617F tox	-1	4	-2	2	3	4	-8	1
Furin inhibitor	-1	-8	-6[20 µM]	-10[20 µM]	-18	-9[20 µM]	-18	-21[20 µM]
EP2 antag	7	5	7	11	10	6	5	·
PPC-1+TRAIL kill	-4	·	2	33	21	21	12	29
Tb hexokinase	0	8	7	-16	3	5	-2	4
p97 inhibitor	6	-3	5	-2	-1	-4	1	-1
NCF1 inh	6	-8	-9	-22	-4	-3	-4	-18
RBBP9 inh	1	2	4	6	0	-7	1	-11
BaF3 tox	0	11	4	3	6	3	1	2

#17 COc1ccc(N(C(=O)CNC(=O)c2cccs2)C(C(=O)NCC2CCCO2)c2ccccc2)cc1OC (stereo unspecified)
#18 COc1ccc2c(c1)c(=O)c(C(=O)c1ccccc1)cn2Cc1ccc(C)cc1
#19 COc1ccccc1CN(Cc1nc2ccccc2c(=O)[nH]1)C(=O)Nc1ccc(C)cc1
#20 Cc1cc(NC(=O)CSc2nnc(COc3cccc(C)c3C)n2Cc2ccco2)no1
#21 COc1ccc(NC(=O)c2ccc(Br)o2)c([N+](=O)[O-])c1
#22 COCCNC(=O)CSc1nnc(-c2ccccc2)c(-c2ccccc2)n1
#23 O=S(=O)(Nc1cccnc1)c1ccc2c(c1)OCCO2
#24 COc1cccc(NC(=O)CSCC(=O)Nc2ccccc2)c1

screen / no.	17	18	19	20	21	22	23	24
Ba/F3 V617F tox	-2	0	-2	-4	-4	0	-3	-1
Furin inhibitor	-15	-5	-17[20 µM]	-2[20 µM]	-18[20 µM]	-24	-2[20 µM]	-19[20 µM]
EP2 antag	7	7	16	4	10	1	10	5
PPC-1+TRAIL kill	-5	28	17	-3	14	24	12	14
Tb hexokinase	-5	-12	-2	3	-5	-12	-1	-6
p97 inhibitor	3	4	2	-3	6	2	3	0
NCF1 inh	-5	-13	-3	-13	-13	-4	-9	-17
RBBP9 inh	-5	-7	-15	2	10	-9	3	2
BaF3 tox	8	7	2	3	2	8	3	5

#25 Cc1nn(CC(=O)NCCc2ccccc2)c(=O)c2ccccc12
#26 Nc1ccc(C(=O)NCc2ccccc2)cc1
#27 CC(=O)Nc1ccc(C(=O)N/N=C(\C)CC(=O)Nc2ccc(OCc3ccccc3)cc2)cc1
#28 CCOC(=O)c1c(NC(=O)C[n+]2ccccc2)sc2c1CCCC2
#29 COc1cccc(CN2CCN(Cc3cc(OC)c(OC)cc3[N+](=O)[O-])CC2)c1
#30 CNC(=S)N/N=C/c1c(C)cccc1Cl
#31 COc1cc2c(cc1OC)C(C)N(C(=O)C1COc3ccccc3O1)CC2 (stereo unspecified)
#32 COC(=O)c1ccccc1NC(=O)C1CCCC1

screen / no.	25	26	27	28	29	30	31	32
Ba/F3 V617F tox	-4	1	2	2	0	-2	-2	-2
Furin inhibitor	-21	-10	-14	-11	-19[20 µM]	-6	-15	0[20 µM]
EP2 antag	17	5	3	6&3	5	16	7	3
PPC-1+TRAIL kill	15	4	-2	-2	13	-22	4	2
Tb hexokinase	2	-9	-4	-8	-5	-1	6	2
p97 inhibitor	9	2	0	1	14	-5	4	4
NCF1 inh	2	-1	-1	-3	-13	-16	-6	5
RBBP9 inh	9	1	-12	-8	-2	-4	-8	-5
BaF3 tox	0	6	7	8	0	-3	2	-2

4 of the entries above in order of the p97 inhibitor value, highest first:
| no. | Compound | Furin inhibitor | Tb hexokinase | p97 inhibitor | NCF1 inh | RBBP9 inh |
| --- | --- | --- | --- | --- | --- | --- |
| 29 | COc1cccc(CN2CCN(Cc3cc(OC)c(OC)cc3[N+](=O)[O-])CC2)c1 | -19[20 µM] | -5 | 14 | -13 | -2 |
| 31 | COc1cc2c(cc1OC)C(C)N(C(=O)C1COc3ccccc3O1)CC2 (stereo unspecified) | -15 | 6 | 4 | -6 | -8 |
| 26 | Nc1ccc(C(=O)NCc2ccccc2)cc1 | -10 | -9 | 2 | -1 | 1 |
| 30 | CNC(=S)N/N=C/c1c(C)cccc1Cl | -6 | -1 | -5 | -16 | -4 |

Returning to the listing with the 2 entries that preceded the break.
#31 COc1cc2c(cc1OC)C(C)N(C(=O)C1COc3ccccc3O1)CC2 (stereo unspecified)
#32 COC(=O)c1ccccc1NC(=O)C1CCCC1
#33 CC(=O)c1ccc(NC(=S)N2CCC(Cc3ccccc3)CC2)cc1
#34 O=C(CCC(=O)OCC(=O)c1ccc(F)cc1)NC1CCCCC1
#35 C=CCN1C(=O)C(CC(=O)Nc2ccc(OC)cc2)SC1=Nc1ccc(S(N)(=O)=O)cc1 (stereo unspecified)
#36 CN(C(=O)C1CCOC1)c1nnc(-c2ccccn2)s1 (stereo unspecified)
#37 CCn1nc(NC(=O)c2cccs2)c2cc3ccccc3nc21
#38 Oc1ccccc1-c1nc2ccccc2nc1-c1ccccc1
#39 CCCN(CCC)S(=O)(=O)c1ccc(C(=O)Nc2nnc(-c3cc(OC)cc(OC)c3)o2)cc1
#40 CCn1c(SCC(=O)N2CCOCC2)nc2sc3c(c2c1=O)CCCC3

screen / no.	31	32	33	34	35	36	37	38	39	40
Ba/F3 V617F tox	-2	-2	6	-4	0	2	-7	-1	12	5
Furin inhibitor	-15	0[20 µM]	0	-14[20 µM]	-23	-14[20 µM]	-21	-5	-17	4
EP2 antag	7	3	9	14	8	9	9	4	·	12
PPC-1+TRAIL kill	4	2	1	34	7	20	10	22	16	14
Tb hexokinase	6	2	-11	-1	0	1	-7	-24	4	-26
p97 inhibitor	4	4	-9	1	4	1	8	4	3	-8
NCF1 inh	-6	5	-13	-4	-11	5	-11	-11	-15	-14
RBBP9 inh	-8	-5	1	0	-2	-1	4	-10	-7	-9
BaF3 tox	2	-2	2	2	3	5	6	5	9	6

#41 COc1ccc(Cl)cc1NC(=O)Nc1ccccc1SC
#42 CC(=O)N1CC=C2C(C#N)=C(N)C(C#N)(C#N)C(C)C2C1 (stereo unspecified)
#43 COc1cc(C(=O)O)nc(OC)n1
#44 COc1ccc(-n2c(=O)[nH]cc(C(=O)N3CCc4ccccc43)c2=O)cc1
#45 Cc1cccc(/C=N\NC(=O)c2ccccc2-n2cccc2)c1
#46 CC(=O)Nc1sc(C)c(C)c1C(=O)OC(C)C
#47 Cc1ccc2nc(-c3ccccc3Cl)cc(C(=O)Nc3cc(C)on3)c2c1
#48 O=C(Nc1cccc(-c2nnc(-c3ccccc3)o2)c1)c1ccc(Br)o1

screen / no.	41	42	43	44	45	46	47	48
Ba/F3 V617F tox	-4	-3	1	0	2	0	-4	2
Furin inhibitor	-22	-12	-16	-6[20 µM]	-19	-21	-15[20 µM]	-12[20 µM]
EP2 antag	14	0&6	4	3	1	13	5	3
PPC-1+TRAIL kill	19	20	-4	8	16	29	18	-19
Tb hexokinase	-7	-5	1	0	-4	-3	-8	4
p97 inhibitor	5	7	4	5	2	1	2	-1
NCF1 inh	-13	-13	-11	-15	-6	-7	4	-37
RBBP9 inh	0	-7	-5	-4	6	-2	-10	-1
BaF3 tox	-1	4	9	2	2	4	0	7

Marked active in NCF1 inh, of those listed so far:
| No. | molecule | Furin inhibitor | Tb hexokinase | p97 inhibitor | NCF1 inh | RBBP9 inh |
| --- | --- | --- | --- | --- | --- | --- |
| 3 | Cc1ccc(-n2sc3ccccc3c2=O)cc1 | -14 | 66* | 0 | 101* | 37* |

New compounds follow
#49 CC(C)Cn1nc(C(=O)OCC(=O)NCC(F)(F)F)c2ccccc2c1=O
#50 COc1ccc([N+](=O)[O-])cc1C(=O)Nc1ccc(OCC(=O)N2CCOCC2)cc1
#51 Cc1nc2ccc(NC(=S)NCc3ccccc3)cc2nc1C
#52 Cc1nc2ccccc2c(=O)n1NCc1cc(Br)cs1
#53 O=C(COC(=O)c1ccc(Cl)c(S(=O)(=O)N2CCc3ccccc3C2)c1)Nc1ncc(Cl)cc1Cl
#54 C/C(=C\C(=O)N1CCc2ccccc21)C(=O)O
#55 COc1cc(NC(=O)N[C@H](C(=O)O)C(C)C)cc(OC)c1
#56 CCCSc1nnc(NC(=O)c2nc(SC)ncc2Cl)s1

screen / no.	49	50	51	52	53	54	55	56
Ba/F3 V617F tox	0	-3	-2	-4	3	-3	2	-1
Furin inhibitor	-3	-19	-21	-21	-5	-13[20 µM]	-22	-20[20 µM]
EP2 antag	6	3	10	9	9	2	8	2
PPC-1+TRAIL kill	0	15	0	15	27	-13	0	11
Tb hexokinase	12	-10	-13	7	28	0	1	-17
p97 inhibitor	-1	6	1	-1	2	2	6	4
NCF1 inh	1	0	-16	-10	-84	-6	-2	-14
RBBP9 inh	-2	2	-4	-1	-8	-9	-4	3
BaF3 tox	2	6	0	1	10	-1	6	6

#57 O=C(c1cc(-c2ccc3c(c2)OCO3)on1)N1CCN(c2ccc(F)cc2)CC1
#58 C#CCOCCOCCOCCNc1nc(N2CCOCC2)nc(N2CCN(C(=O)[C@H](Cc3cc4ccccc4[nH]3)n3cc([C@@H](N)Cc4ccc(O)cc4)nn3)CC2)n1
#59 Cc1ccc(S(=O)(=O)CC2CSc3nc(N)cc(=O)n32)cc1 (stereo unspecified)
#60 O=C(O)c1cccc(Cn2c(Cl)c(/C=N/NC(=O)c3ccc(O)cc3)sc2=O)c1
#61 Cn1c(=NC(=O)c2ccco2)sc2ccccc21
#62 O=C(Nc1ccccc1Cl)Nc1ccccc1Cl

screen / no.	57	58	59	60	61	62
Ba/F3 V617F tox	-1	-2	0	0	2	-1
Furin inhibitor	-29	-33	-21	-15	-4	-11
EP2 antag	3	6	10	3	11	3
PPC-1+TRAIL kill	14	14	3	-4	50*[5 µM]	10
Tb hexokinase	-18	-4	-1	-54	-71	-11
p97 inhibitor	1	6	-3	1	-1	4
NCF1 inh	-8	7	-18	-6	-2	3
RBBP9 inh	-5	3	2	-4	1	-9
BaF3 tox	1	-4	3	2	9	0

Screening data (PubChem)
